# Screens deposited in PubChem BioAssay by Broad Institute.
# TcdB GH inh – inhibitors of Clostridioides difficile toxin B glycohydrolase; P18177; TcdB glycohydrolase enzymatic assay, plate reader; inhibition, % at 9.99 µM; actives 0.24% (n = 350,000); AID 652162; in the data active means inhibition above about 10%
# Target sequence (P18177 whole entry, looked up): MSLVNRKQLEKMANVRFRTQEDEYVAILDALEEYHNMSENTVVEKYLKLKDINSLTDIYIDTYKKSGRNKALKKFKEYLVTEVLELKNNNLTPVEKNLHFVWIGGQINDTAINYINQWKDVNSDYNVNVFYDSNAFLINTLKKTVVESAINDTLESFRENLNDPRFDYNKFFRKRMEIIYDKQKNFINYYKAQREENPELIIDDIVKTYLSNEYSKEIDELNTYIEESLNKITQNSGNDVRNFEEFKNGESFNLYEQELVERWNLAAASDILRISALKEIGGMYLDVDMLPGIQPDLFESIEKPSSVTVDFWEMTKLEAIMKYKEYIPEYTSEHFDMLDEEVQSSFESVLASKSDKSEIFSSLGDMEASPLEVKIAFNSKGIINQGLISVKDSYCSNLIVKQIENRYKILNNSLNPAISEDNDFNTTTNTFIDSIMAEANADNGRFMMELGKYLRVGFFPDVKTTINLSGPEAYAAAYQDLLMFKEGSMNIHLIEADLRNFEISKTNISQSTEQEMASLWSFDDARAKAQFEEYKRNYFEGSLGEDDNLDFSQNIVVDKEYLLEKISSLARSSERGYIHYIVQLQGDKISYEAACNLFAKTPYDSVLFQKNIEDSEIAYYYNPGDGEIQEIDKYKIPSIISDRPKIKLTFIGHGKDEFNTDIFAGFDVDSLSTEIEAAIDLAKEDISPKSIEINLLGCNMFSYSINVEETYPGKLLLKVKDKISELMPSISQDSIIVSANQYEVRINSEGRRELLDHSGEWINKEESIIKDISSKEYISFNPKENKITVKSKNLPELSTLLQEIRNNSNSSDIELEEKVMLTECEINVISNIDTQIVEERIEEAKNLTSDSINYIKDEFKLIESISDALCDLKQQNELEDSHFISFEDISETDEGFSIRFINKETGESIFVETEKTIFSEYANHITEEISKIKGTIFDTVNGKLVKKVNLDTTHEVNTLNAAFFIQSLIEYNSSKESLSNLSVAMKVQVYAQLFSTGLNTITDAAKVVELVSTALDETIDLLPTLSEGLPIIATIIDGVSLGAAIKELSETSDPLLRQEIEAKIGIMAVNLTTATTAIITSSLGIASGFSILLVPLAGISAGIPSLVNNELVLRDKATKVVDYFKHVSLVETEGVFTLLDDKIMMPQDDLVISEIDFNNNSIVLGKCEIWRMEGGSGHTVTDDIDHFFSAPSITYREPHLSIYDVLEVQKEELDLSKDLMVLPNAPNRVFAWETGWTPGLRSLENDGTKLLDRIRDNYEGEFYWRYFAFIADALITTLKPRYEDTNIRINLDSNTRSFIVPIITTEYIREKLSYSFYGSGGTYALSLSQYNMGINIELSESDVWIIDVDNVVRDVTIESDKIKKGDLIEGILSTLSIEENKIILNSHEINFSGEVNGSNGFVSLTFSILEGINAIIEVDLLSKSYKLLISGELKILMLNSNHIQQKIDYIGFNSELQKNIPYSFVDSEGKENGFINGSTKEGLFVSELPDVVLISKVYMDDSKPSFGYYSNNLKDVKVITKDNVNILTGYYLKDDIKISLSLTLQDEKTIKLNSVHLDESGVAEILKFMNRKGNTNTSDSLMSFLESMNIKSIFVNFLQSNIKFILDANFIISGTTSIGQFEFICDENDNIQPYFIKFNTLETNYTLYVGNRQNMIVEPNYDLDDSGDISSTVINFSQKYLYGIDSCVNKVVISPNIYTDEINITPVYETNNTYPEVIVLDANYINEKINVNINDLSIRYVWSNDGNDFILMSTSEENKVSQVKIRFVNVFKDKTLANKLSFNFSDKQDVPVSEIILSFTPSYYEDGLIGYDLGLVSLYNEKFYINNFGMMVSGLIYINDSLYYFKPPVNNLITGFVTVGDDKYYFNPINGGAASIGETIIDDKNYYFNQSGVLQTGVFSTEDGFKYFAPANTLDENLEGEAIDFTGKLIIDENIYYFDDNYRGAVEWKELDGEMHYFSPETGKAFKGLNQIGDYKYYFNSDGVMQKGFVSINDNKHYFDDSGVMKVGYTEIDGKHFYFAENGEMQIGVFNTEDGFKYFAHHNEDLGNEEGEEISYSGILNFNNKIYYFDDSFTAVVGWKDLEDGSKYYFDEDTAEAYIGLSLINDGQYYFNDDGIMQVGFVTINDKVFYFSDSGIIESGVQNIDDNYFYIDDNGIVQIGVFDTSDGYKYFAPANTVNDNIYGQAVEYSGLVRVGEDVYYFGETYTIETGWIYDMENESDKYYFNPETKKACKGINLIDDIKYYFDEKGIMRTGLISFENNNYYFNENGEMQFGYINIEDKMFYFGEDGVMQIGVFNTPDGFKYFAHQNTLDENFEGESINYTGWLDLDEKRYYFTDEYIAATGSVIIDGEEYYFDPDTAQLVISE
# Numbers without * were called inactive.
no.	Structure	TcdB GH inh
1	COC(=O)C(CC#Cc1ccc2c(c1)[C@]1(C(=O)N2)[C@H](C(=O)N2CCCCCCC2)[C@H]2C(=O)O[C@H](c3ccccc3)[C@H](c3ccccc3)N2[C@@H]1c1ccc(OCCO)cc1)C(=O)OC	-0.3
2	Cc1noc(C)c1S(=O)(=O)N(C)C[C@@H]1OCc2ccccc2-c2ccccc2C(=O)N([C@H](C)CO)C[C@H]1C	-1.1
3	COCCCNC(=O)[C@@]1(C)c2ccccc2C(=O)N(Cc2cc(F)cc(C(F)(F)F)c2)[C@H]1c1ccc(CO)cc1	0.6
4	C[C@H]1CN([C@@H](C)CO)C(=O)c2cc(/C=C/c3ccccc3)cnc2O[C@@H]1CN(C)C(=O)c1cnccn1	-0.2
5	O=C(C[C@H]1CC[C@H]2[C@@H](COC[C@@H](O)CN2CC2CCOCC2)O1)NCC1CC1	-1.4
6	O=C(C[C@H]1C=C[C@@H](NC(=O)Nc2cc(F)ccc2F)[C@@H](CO)O1)NCc1ccncn1	0.2
7	COc1ccc(S(=O)(=O)Nc2ccc3c(c2)C(=O)N([C@@H](C)CO)C[C@@H](C)[C@@H](CN(C)S(=O)(=O)c2cn(C)cn2)OCCCC[C@H](C)O3)cc1	-1.5
8	Cc1ccccc1S(=O)(=O)N1[C@H](CO)[C@@H](c2ccccc2)[C@@H]1C#N	-2.8

# Given with each value named: 4 of the compounds above.
(1) COC(=O)C(CC#Cc1ccc2c(c1)[C@]1(C(=O)N2)[C@H](C(=O)N2CCCCCCC2)[C@H]2C(=O)O[C@H](c3ccccc3)[C@H](c3ccccc3)N2[C@@H]1c1ccc(OCCO)cc1)C(=O)OC
  TcdB GH inh: -0.3
(2) Cc1noc(C)c1S(=O)(=O)N(C)C[C@@H]1OCc2ccccc2-c2ccccc2C(=O)N([C@H](C)CO)C[C@H]1C
  TcdB GH inh: -1.1
(3) COCCCNC(=O)[C@@]1(C)c2ccccc2C(=O)N(Cc2cc(F)cc(C(F)(F)F)c2)[C@H]1c1ccc(CO)cc1
  TcdB GH inh: 0.6
(4) C[C@H]1CN([C@@H](C)CO)C(=O)c2cc(/C=C/c3ccccc3)cnc2O[C@@H]1CN(C)C(=O)c1cnccn1
  TcdB GH inh: -0.2

# Excerpt, entries 1–2
no.	Structure	TcdB GH inh
1	COC(=O)C(CC#Cc1ccc2c(c1)[C@]1(C(=O)N2)[C@H](C(=O)N2CCCCCCC2)[C@H]2C(=O)O[C@H](c3ccccc3)[C@H](c3ccccc3)N2[C@@H]1c1ccc(OCCO)cc1)C(=O)OC	-0.3
2	Cc1noc(C)c1S(=O)(=O)N(C)C[C@@H]1OCc2ccccc2-c2ccccc2C(=O)N([C@H](C)CO)C[C@H]1C	-1.1

# Next part.
no.	Structure	TcdB GH inh
9	COc1ccc(CNC(=O)C[C@H]2C=C[C@@H](NS(=O)(=O)c3cccc(OC)c3)[C@H](CO)O2)cc1	1.9
10	CC(C)CC#Cc1cnc2c(c1)C(=O)N([C@H](C)CO)C[C@@H](C)[C@H](CN(C)C(=O)Cc1ccccc1)O2	0.3
11	CC(C)C#Cc1ccc2c(c1)O[C@@H](CN(C)S(=O)(=O)c1cn(C)cn1)[C@H](C)CN([C@@H](C)CO)S2(=O)=O	1.9
12	COc1ccc(NC(=O)Nc2ccc3c(c2)C(=O)N([C@H](C)CO)C[C@@H](C)[C@H](CN(C)C(=O)c2ccccc2)OCCCC[C@@H](C)O3)cc1	-1.8
13	C[C@H](O)C#Cc1cnc2c(c1)C(=O)N([C@@H](C)CO)C[C@H](C)[C@@H](CN(C)Cc1ccccn1)O2	0.2
14	C[C@@H](NC(=O)[C@H]1[C@H](CO)[C@H]2Cn3c(cccc3=O)[C@H]2N1CCC(F)(F)F)c1ccccc1	-0.3
15	C[C@@H]1CN([C@@H](C)CO)C(=O)c2cccc(NC(=O)c3ccncc3)c2O[C@@H]1CN(C)S(=O)(=O)c1ccc(F)cc1	1.6
16	CCCN1[C@@H]2c3ccc(-c4ccc(F)cc4)c(=O)n3C[C@H]1[C@H](CO)[C@H]2C(=O)NCCc1cn(C)cn1	0.0
17	C[C@@H]1CN([C@@H](C)CO)C(=O)c2cc(NS(=O)(=O)c3ccc(Cl)cc3)ccc2O[C@@H]1CN(C)S(=O)(=O)c1ccc(F)cc1	-1.3
18	Cc1noc(C)c1S(=O)(=O)N(C)C[C@H]1Oc2ccc(NS(=O)(=O)c3ccc(F)cc3)cc2CC(=O)N([C@@H](C)CO)C[C@@H]1C	-0.6
19	COc1ccc(NC(=O)Nc2ccc3c(c2)C(=O)N([C@H](C)CO)C[C@@H](C)[C@H](CN(C)S(=O)(=O)c2ccc(F)cc2)OCCCC[C@@H](C)O3)cc1	1.2
20	C[C@H]1CCCCO[C@@H](CN(C)Cc2ccc(C(=O)O)cc2)[C@@H](C)CN([C@@H](C)CO)C(=O)c2cc(NC(=O)CCC(F)(F)F)ccc2O1	0.4
21	Cc1noc(C)c1NC(=O)Nc1cccc2c1O[C@@H](CN(C)C)[C@H](C)CN([C@H](C)CO)C2=O	-0.3
22	CC(C)NC(=O)N(C)C[C@@H]1Oc2ccc(NC(=O)Cc3cn(C)c4ccccc34)cc2CC(=O)N([C@H](C)CO)C[C@@H]1C	-1.6
23	C[C@@H]1CN([C@@H](C)CO)C(=O)c2cc(NC(=O)Nc3cccc4ccccc34)ccc2O[C@@H]1CN(C)C(=O)Nc1ccc(F)cc1	-0.3
24	COCC(=O)N(C)C[C@@H]1Oc2cc(-c3ccccc3)ccc2S(=O)(=O)N([C@@H](C)CO)C[C@@H]1C	0.9
25	COc1ccccc1NC(=O)N(C)C[C@H]1Oc2ncc(C#CCC(C)C)cc2C(=O)N([C@@H](C)CO)C[C@H]1C	-0.4
26	COCC(=O)Nc1ccc2c(c1)[C@@H]1C[C@H](CC(=O)NCc3ccccc3F)O[C@@H](CO)[C@@H]1O2	-0.3
27	Cc1ccccc1S(=O)(=O)NCC[C@@H]1CC[C@@H](NC(=O)C2CCCCC2)[C@H](CO)O1	1.4
28	CN1CCN(C(=O)C[C@@H]2CC[C@@H]3[C@@H](COc4ccc(NC(=O)C5CCCCC5)cc4C(=O)N3C)O2)CC1	-7.1
29	C[C@@H]1CCCCO[C@@H](CN(C)Cc2ccccc2)[C@@H](C)CN([C@@H](C)CO)C(=O)c2cc(NC(=O)Nc3ccc(C(F)(F)F)cc3)ccc2O1	-3.0
30	C[C@@H]1CN([C@H](C)CO)C(=O)c2cc(NC(=O)c3ccncc3)ccc2O[C@H]1CN(C)S(=O)(=O)c1ccc(F)cc1	-0.2
31	COc1ccc(NC(=O)Nc2cccc3c2O[C@@H](CN(C)Cc2ccc(C(F)(F)F)cc2)[C@H](C)CN([C@@H](C)CO)C3=O)cc1	0.1
32	C[C@H]1CN([C@@H](C)CO)S(=O)(=O)c2ccc(C#Cc3ccccc3F)cc2O[C@H]1CN(C)C	0.0
33	C[C@@H]1CN([C@H](C)CO)C(=O)Cc2cc(NC(=O)C3CC3)ccc2O[C@@H]1CN(C)S(=O)(=O)c1cccs1	2.0
34	COc1cccc(CN2[C@@H](CO)[C@H](c3ccccc3)C23CN(C(=O)C2CCCCC2)C3)c1	0.2
35	CC(C)NC(=O)Nc1ccc2c(c1)C(=O)N([C@@H](C)CO)C[C@H](C)[C@@H](CN(C)S(=O)(=O)c1ccccc1)OCCCC[C@@H](C)O2	-0.2
36	O=C(C[C@@H]1CC[C@H]2[C@@H](COC[C@H](O)CN2S(=O)(=O)c2ccc(Cl)cc2)O1)N[C@H]1CCN(Cc2ccccc2)C1	-2.3
37	Cc1ccc(-c2cnc3c(c2)C(=O)N([C@@H](C)CO)C[C@@H](C)[C@H](CN(C)C(=O)Cc2cccnc2)O3)cc1	-0.6
38	CN(C)C(=O)C[C@@H]1C=C[C@@H](NC(=O)C2CCOCC2)[C@@H](CO)O1	-0.9
39	C[C@H]1CN([C@@H](C)CO)C(=O)c2cccc(NC(=O)C3CCOCC3)c2O[C@H]1CN(C)Cc1ccc2c(c1)OCO2	-0.2
40	O=S(=O)(N[C@@H]1CC[C@@H](CCn2cc(-c3cccc(F)c3)nn2)O[C@@H]1CO)c1ccc(Cl)cc1	0.9
41	CC(C)NC(=O)Nc1ccc2c(c1)CC(=O)N([C@@H](C)CO)C[C@@H](C)[C@@H](CN(C)S(=O)(=O)c1cccs1)O2	1.6
42	C[C@@H](NC(=O)[C@H]1[C@H](CO)[C@H]2Cn3c(cccc3=O)[C@@H]1N2Cc1ccccc1)c1ccccc1	1.8
43	O=C(CN1CCOCC1)N1CC(=O)N2[C@H](C1)[C@H](c1ccc(-c3cccc(F)c3)cc1)[C@@H]2CO	1.2
44	COc1ccc(NC(=O)N(C)C[C@H]2OCCCC[C@@H](C)Oc3ccc(NC(=O)Nc4c(C)noc4C)cc3C(=O)N([C@@H](C)CO)C[C@H]2C)cc1	1.0
45	COc1cccc(-c2cccc(-c3nc(C(=O)N4CCN(C)CC4)cc4c3[C@@H](CCO)N(S(=O)C(C)(C)C)C4)c2)c1 (stereo not given in full)	0.5
46	C[C@@H]1CN([C@@H](C)CO)C(=O)c2cccc(NS(=O)(=O)c3cccs3)c2O[C@H]1CN(C)S(=O)(=O)c1ccc(Cl)cc1	-0.5
47	COCC#Cc1ccc([C@H]2[C@H]3CN(S(=O)(=O)c4ccccc4F)CCCCN3[C@H]2CO)cc1	0.1
48	O=C(C[C@@H]1C[C@@H]2c3cc(NC(=O)C4CCC4)ccc3O[C@@H]2[C@@H](CO)O1)NCc1ccccn1	-0.6
49	N#C[C@H]1[C@@H](c2ccc(-c3ccncc3)cc2)[C@@H](CO)N1C(=O)C1CCC1	0.9
50	C[C@@H]1CN([C@@H](C)CO)C(=O)c2cccc(NS(C)(=O)=O)c2O[C@H]1CN(C)Cc1ccc(C(=O)Nc2ccccc2N)cc1	0.7
51	O=C(C[C@H]1CC[C@@H](NS(=O)(=O)c2ccccc2)[C@H](CO)O1)NCc1ccncn1	-0.4
52	COc1ccc(NC(=O)Nc2ccc3c(c2)C(=O)N([C@H](C)CO)C[C@@H](C)[C@@H](CN(C)S(C)(=O)=O)O3)cc1	-0.4
53	C[C@@H]1CN([C@H](C)CO)C(=O)c2cc(NC(=O)NC3CCCCC3)ccc2O[C@H]1CN(C)C(=O)Nc1ccc(F)cc1	-0.5
54	O=C(O)C[C@H]1C[C@@H]2c3cc(NC(=O)Nc4ccc(C(F)(F)F)cc4)ccc3O[C@@H]2[C@H](CO)O1	0.5
55	O=C(C[C@H]1C=C[C@@H](NC(=O)CN2CCOCC2)[C@@H](CO)O1)NC1CCCCC1	0.1
56	C[C@@H]1CN([C@H](C)CO)C(=O)c2cccc(NS(=O)(=O)c3cccs3)c2O[C@@H]1CN(C)CC1CC1	1.2
57	C[C@H](CO)N1C[C@H](C)[C@H](CN(C)C(=O)Nc2cccc(Cl)c2Cl)OCc2ccccc2-c2ccccc2C1=O	2.4
58	CN(C)CC(=O)N[C@H]1CC[C@@H](CCNS(=O)(=O)c2ccccc2)O[C@@H]1CO	-0.2
59	CO[C@H]1CN(C)C(=O)c2cc(NC(=O)NC3CCCCC3)ccc2OC[C@H](C)NC[C@@H]1C	0.3
60	C[C@H](CO)N1C[C@H](C)[C@@H](CN(C)Cc2ccccc2)Oc2ccc(NC(=O)Nc3ccc4c(c3)OCO4)cc2CC1=O	0.2
61	Cc1ccc(S(=O)(=O)Nc2ccc3c(c2)C(=O)N([C@H](C)CO)C[C@H](C)[C@H](CN(C)S(=O)(=O)c2c(C)noc2C)O3)cc1	0.6
62	C[C@@H]1CN([C@@H](C)CO)C(=O)Cc2cc(NC(=O)CCCN(C)C)ccc2O[C@H]1CN(C)S(C)(=O)=O	-0.4
63	CO[C@H]1CC[C@@H]2CCN(C)C(=O)CCCN(C)C(=O)c3cccc(C#N)c3OC[C@@H]1O2	-0.7
64	O=C(c1cccnc1)N1C[C@@H]2[C@H](c3ccccc31)[C@H](CO)N2C(=O)C1CCCC1	0.5

# New compounds follow.
no.	Structure	TcdB GH inh
65	CO[C@H]1CN(C)C(=O)c2ccc(NC(=O)Nc3c(C)noc3C)cc2OC[C@@H](C)N(C)C[C@H]1C	-0.7
66	C[C@H](NC(=O)C[C@H]1C[C@H]2c3cc(NC(=O)C4CCC4)ccc3O[C@H]2[C@H](CO)O1)c1ccccc1	-1.3
67	COc1ccc2c3c([nH]c2c1)[C@H](CO)N(C(=O)c1ccccc1)CC31CCN(C(=O)CC2CC2)CC1	4.4
68	C[C@H]1CN([C@@H](C)CO)C(=O)c2cc(C#Cc3ccc(F)cc3)cnc2O[C@@H]1CN(C)C(=O)Nc1ccc(F)cc1	-0.4
69	C[C@@H]1CN([C@@H](C)CO)C(=O)c2cccc(NS(C)(=O)=O)c2O[C@@H]1CN(C)S(=O)(=O)c1cn(C)cn1	-6.8
70	C[C@@H]1CN([C@@H](C)CO)C(=O)Cc2cc(NC(=O)CCCCCC(=O)Nc3ccccc3N)ccc2O[C@@H]1CN(C)CC1CCCCC1	-3.3
71	CCCC#Cc1ccc([C@@H]2[C@@H](CO)N3CCCCN(C(=O)NC4CCCC4)C[C@@H]23)cc1	0.8
72	O=C(NCc1ccccc1)[C@H]1[C@H](CO)[C@H]2Cn3c(ccc(-c4cccc(F)c4)c3=O)[C@@H]1N2	0.6
73	COc1ccc(-c2ccc([C@@H]3[C@@H](CO)N(C(=O)C4CCC4)[C@H]3C#N)cc2)cc1	-0.6
74	CCCN(C)C[C@H]1OCCCC[C@@H](C)Oc2ccc(N(C)C)cc2C(=O)N([C@H](C)CO)C[C@H]1C	-30.4
75	CC=Cc1ccc2n(c1=O)C[C@@H]1[C@@H](CO)[C@H](C(=O)Nc3ccccc3)[C@H]2N1C(=O)CC1CC1 (mixture of isomers)	-0.5
76	O=C(C1CC1)N1CC(=O)N2[C@H](C1)[C@H](c1ccc(C#Cc3cccc(F)c3)cc1)[C@@H]2CO	1.0
77	CCCNC(=O)C[C@@H]1CC[C@H]2[C@@H](COc3ccc(NC(=O)c4cccc(OC)c4)cc3C(=O)N2C)O1	-0.1
78	O=C(C[C@@H]1C=C[C@H](NC(=O)c2cccc(F)c2)[C@H](CO)O1)NCc1ccccc1	0.7
79	C[C@@H]1CN([C@H](C)CO)C(=O)Cc2cc(NC(=O)CCN3CCOCC3)ccc2O[C@@H]1CN(C)C(=O)Nc1ccc(F)cc1	-3.3
80	C[C@@H]1CN([C@H](C)CO)C(=O)Cc2cc(NC(=O)Nc3ccc(F)cc3)ccc2O[C@@H]1CN(C)S(=O)(=O)c1cccs1	1.5

# An excerpt, so the mix of outcomes need not match the whole.
